ANO1 block: mouse TMEM16A channel inhibition, primary screen. 310,000 tested, 1.2% active. normalized B-score (activity score, 25-100; higher = stronger inhibition) at 10 µM. HEK293 TMEM16A/YFP iodide influx fluorescence, ionomycin;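 active = ratio plate-corrected score three or more library SD toward inhibition, starting fluorescence score within five deviations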;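 note: score derived from kinetic fluorescence span divided by baseline fluorescence per well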
Target sequence (Q8BHY3 whole entry, looked up): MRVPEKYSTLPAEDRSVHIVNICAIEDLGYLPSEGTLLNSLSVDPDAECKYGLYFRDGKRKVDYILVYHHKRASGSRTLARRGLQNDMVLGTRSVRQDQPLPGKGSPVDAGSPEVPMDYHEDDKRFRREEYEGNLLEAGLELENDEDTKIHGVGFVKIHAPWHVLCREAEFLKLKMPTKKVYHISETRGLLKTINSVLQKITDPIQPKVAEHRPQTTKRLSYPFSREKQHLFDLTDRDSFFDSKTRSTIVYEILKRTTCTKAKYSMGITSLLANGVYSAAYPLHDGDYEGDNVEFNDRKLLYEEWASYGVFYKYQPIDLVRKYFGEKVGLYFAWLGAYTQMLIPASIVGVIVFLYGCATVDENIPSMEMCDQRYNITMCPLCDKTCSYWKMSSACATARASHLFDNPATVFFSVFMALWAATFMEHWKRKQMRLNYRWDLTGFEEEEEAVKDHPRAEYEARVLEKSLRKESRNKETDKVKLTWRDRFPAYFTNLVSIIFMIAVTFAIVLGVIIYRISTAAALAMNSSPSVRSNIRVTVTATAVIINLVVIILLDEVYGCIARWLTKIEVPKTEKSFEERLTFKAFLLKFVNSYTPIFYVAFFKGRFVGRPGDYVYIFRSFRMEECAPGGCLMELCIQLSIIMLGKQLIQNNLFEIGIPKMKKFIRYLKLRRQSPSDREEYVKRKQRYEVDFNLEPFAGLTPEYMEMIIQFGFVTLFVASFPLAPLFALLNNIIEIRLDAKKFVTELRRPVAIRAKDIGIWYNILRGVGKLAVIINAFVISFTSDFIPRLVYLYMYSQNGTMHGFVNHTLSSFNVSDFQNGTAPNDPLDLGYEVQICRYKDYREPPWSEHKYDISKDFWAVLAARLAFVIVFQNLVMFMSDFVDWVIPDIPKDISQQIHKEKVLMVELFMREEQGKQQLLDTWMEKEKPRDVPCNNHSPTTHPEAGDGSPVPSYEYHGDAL
TRPC4 act: opens the mouse TRPC4 cation channel. 310,000 tested, 0.49% active. HEK293 TRPC4beta/mu-opioid, Fluo4 calcium fluorescence; hits give high values. B-score at 10 µM. Q9QUQ5;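 active = B-score above 5 SD of library B-scores, and initial fluorescence ratio not above library mean plus 5 SD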;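 note: positive B-score marks a calcium rise read as TRPC4 activation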
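Material: HEK293 stable line with TRPC4beta plus mu-opioid receptor; technique: Fluo4 calcium-sensitive dye fluorescence, kinetic, 1 Hz baseline; timing: Fluo4 dye loading 45 min at room temperature, 110 s recording; controls: assay buffer as low control, maximal DAMGO as high control; read-out: integrated baseline-normalised fluorescence ratio, converted to per-well B score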
KCNQ1 act: human KCNQ1 channel potentiation or activation | P51787 | CHO-K1 KCNQ1, thallium flux FluxOR fluorescence; hits give high values | B-score at 10 µM | 310,000 tested, 0.35% active | AID 2648;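 active = fluorescence ratio B-score, a plate-corrected score, at least three library SD, with initial intensity B-score within 5 SD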
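Medium – assay buffer, equal DMSO in all wells · Material – CHO-K1 cell line with stable KCNQ1 potassium channel expression · Signal – kinetic FluxOR thallium fluorescence, 10-s 1-Hz baseline, 110-s post-stimulus read · Compound – single concentration per compound, DMSO matched to controls · Schedule – 37 °C overnight plating, 90-min dark dye load, 20-min compound pretreatment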
KCNK9 block: human KCNK9 channel inhibition | HEK293 KCNK9, FluxOR thallium flux fluorescence; hits give low values | B-score at 10 µM | 310,000 tested, 1.2% active | AID 488922;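 active = ratio B-score over 3 SD below the library mean, with starting fluorescence within 5 SD of its mean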;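 note: negative B-score means less thallium flux so channel inhibition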
KCNK3 block: human KCNK3 channel inhibition, primary screen | CHO-KCNK3 thallium flux, FluxOR fluorescence; hits give low values | B-score at 10 µM | 340,000 tested, 0.84% active;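 active = B-score under library mean minus 4 SD, starting fluorescence ratio at most library mean plus 5 SD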;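 note: more negative B-score means stronger inhibition of thallium flux through KCNK3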
KCNQ1 inh: human KCNQ1 channel inhibition; B-score at 10 µM; AID 2642; P51787; 310,000 tested, 1.3% active; CHO-K1 KCNQ1, FluxOR thallium flux fluorescence; hits give high values;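 active = compounds whose thallium flux B-score, printed positive for inhibition, exceeds three library SD while starting fluorescence stays within three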;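 note: channel opened by potassium depolarization with thallium stimulus after 20 min compound exposure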
TRPC4 PAM: allosterically enhances the mouse TRPC4 cation channel | Q9QUQ5 | HEK293 TRPC4beta/mu-opioid, DAMGO EC20, Fluo-4 Ca2+ flux; hits give high values | B-score at 10 µM | 310,000 tested, 0.42% active | AID 2227;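 active = B-score of calcium response area above 5 SD of library B-scores, with initial fluorescence ratio within 5 SD of library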;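 note: B-score of integrated fluorescence ratio over time as area under calcium response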
hERG rescue: hERG (human) protection from proarrhythmic block | AID 1511 | CHO-hERG, FluxOR thallium flux, dofetilide IC70 present | Q12809 | 310,000 tested, 0.51% active | activation (rescue from dofetilide block), less the hit threshold, % at 10 µM;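 active = activation above the mean of controls blocked by dofetilide plus 5 SD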;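 note: thallium influx through hERG after potassium depolarization seen as dye fluorescence rise; in these data hits start at about 4.7%; inactives centre near -7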
TMEM16A act: activates or potentiates the mouse TMEM16A chloride channel. HEK293 TMEM16A/YFP-H148Q/I152L, iodide quench fluorescence; hits give low values. B-score at 10 µM. Q8BHY3. 340,000 tested, 0.3% active. AID 623877;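 active = fluorescence-ratio B-score plate-corrected deviation score at least 3 library SD below zero, with starting fluorescence score within 5 deviations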;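 note: channel opened by trigger with iodide after compound preincubation; score built on the fluorescence ratio of max minus min over baseline; more negative score means more quench and so TMEM16A activation or potentiation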
HDAC3 inh: blocks human histone deacetylase 3 | recombinant HDAC3, fluorogenic peptide/trypsin coupled, fluorescence | inhibition, % at 8.3 µM | 320,000 tested, 0.15% active | AID 2718; in the data active = inhibition above about 26%, passing the limit was not always enough; inconclusive = no clear call, values can overlap the other calls
DYRK1A inh: Dyrk1A (rat) kinase inhibition | Q63470 | ADP-Glo luminescence, NFATc1 peptide | inhibition, % at 12.5 µM | 310,000 tested, 0.43% active | AID 504441; in the data active = inhibition above about 50%;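 note: plate controls were vehicle with enzyme for no effect and no enzyme for full effect; many of its hits are not listed in these tables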
* hit, by the source's call; i = inactive; u = inconclusive; x = no result given. A portion of the library. The share of hits here may be higher or lower than overall.

nr | SMILES | KCNK3 block | TRPC4 act | DYRK1A inh | TRPC4 PAM | TMEM16A act | hERG rescue | KCNQ1 act | KCNQ1 inh | KCNK9 block | ANO1 block | HDAC3 inh
1 | COc1ccccc1/C=C/C=N/n1c(C)nnc1C | i | i | -8 | i | i | -4 | i | i | i | i | 2
2 | COc1cccc(OC)c1C(=O)Nc1ccc(CN2CCCCC2)cc1 | i | i | 10 | i | i | -7 | i | i | i | i | -1
3 | CCNc1c(NS(=O)(=O)c2ccc(Cl)s2)c(=O)oc2ccccc12 | i | i | 0 | i | i | -9 | i | i | i | i | -5
4 | CC(C)CCCN1C(N(C)C)=NC[C@@H]1C | i | x | 4 | x | i | x | x | x | x | i | -1
5 | Cc1[nH]n(-c2cccc(Cl)c2)c(=O)c1C=NC12CN3CN(CN(C3)C1)C2 | i | i | 4 | i | i | -6 | i | i | i | i | 5
6 | Clc1ccccc1CSc1nnc(/C=C/c2ccccc2)o1 | i | i | -6 | i | i | -7 | i | i | i | i | 8
7 | Cc1cccc(OCC(=O)N2CCc3ccccc3C2)c1 | i | i | 11 | i | i | -7 | i | i | i | i | -2
8 | COc1cc(/C=C/C(=O)NCc2ccccn2)cc(OC)c1OC | i | i | 0 | i | i | -3 | i | i | i | i | -13
9 | NC1=CC(=O)c2cccc3cccc1c23 | x | i | x | i | x | -30 | i | i | i | i | 1
10 | COc1cccc(NS(=O)(=O)c2cc(C)sc2C)c1 | i | i | 1 | i | i | -2 | i | i | i | i | 4
11 | Oc1ccc2ccccc2c1/C=N/Nc1ccccc1 | i | i | 6 | i | i | -5 | i | i | i | i | 0
12 | CC(=O)c1ccc(C(=O)Nc2sc3c(c2C(N)=O)CCN(Cc2ccccc2)C3)cc1 | i | i | -2 | i | i | -10 | i | i | i | i | -6
13 | O=C(Cc1cccs1)Nc1ccccc1 | i | i | -4 | i | i | -13 | i | i | i | i | -3
14 | COCCCNCCOCCOc1ccc(C)cc1Br | i | i | 4 | i | i | -7 | i | i | i | i | x
15 | O=C(NNS(=O)(=O)c1ccccc1[N+](=O)[O-])c1ccccc1[N+](=O)[O-] | i | i | 13 | i | i | -7 | i | i | i | i | -5
16 | Oc1ccc(-c2nc(-c3ccc(O)c(O)c3)cs2)cc1 | i | i | 72* | i | i | -36 | i | i | i | i | 9
17 | COc1ccc(CNc2ccc3c(c2)nc(C)n3C)cc1OC | i | i | 3 | i | i | -2 | i | i | i | i | -3
18 | O=[N+]([O-])c1ccc(N(CC2CO2)S(=O)(=O)c2ccccc2)cc1 (configuration not stated) | i | i | 11 | i | i | -1 | i | i | i | i | 5
19 | NS(=O)(=O)c1cc(C(=O)OCC(=O)NNC(=O)c2ccccc2)ccc1Cl | i | i | 14 | i | i | -17 | i | i | i | i | -3
20 | CCS(=O)(=O)N1CCN(C(=O)CC(C)C)CC1 | i | i | -2 | i | i | -8 | i | i | i | i | -5
21 | CC(C)c1ccc[n+](-c2nc([O-])sc2C=O)c1 | i | i | x | i | i | -5 | i | i | i | i | 3
22 | O=C(Nc1ccc(S(=O)(=O)NCc2ccco2)cc1)C1CCCCC1 | i | i | 0 | i | i | -10 | i | i | i | i | 1
23 | Cc1ccc(OCC(=O)N(Cc2cccs2)C2CCS(=O)(=O)C2)cc1 (configuration not stated) | i | i | -4 | i | i | -14 | i | i | i | i | -1
24 | O=S(=O)(NCc1cccnc1)c1ccc2c(c1)OCCO2 | i | i | 3 | i | i | -6 | i | i | i | i | -1
25 | CN1CCN(NC(=O)Nc2ccc([N+](=O)[O-])cc2)CC1 | i | i | -5 | i | i | -4 | i | i | i | i | 5
26 | CN1CCN(CCCNC(=O)c2nnc(Cc3c(F)cccc3Cl)o2)CC1 | i | i | 8 | i | i | -3 | i | i | i | i | -1
27 | O=C(NCc1ccco1)C1(S(=O)(=O)c2ccccc2)CC=CC1 | i | i | 0 | i | i | -7 | i | i | i | i | 0
28 | COC(=O)/C=C1/C(=O)N/C(=N\c2nc(C)cc(C)n2)N1c1ccc(OC)cc1 | i | i | -1 | i | i | -7 | i | i | i | i | 2
29 | Cc1ccc2nc(-c3ccc(F)cc3)nc(SCC(=O)NCC3CCCO3)c2c1 (configuration not stated) | i | i | -8 | i | i | -4 | i | i | i | i | -1
30 | CN(C)N=Nc1ccc(S(=O)(=O)NC(Cc2ccccc2)C(=O)O)cc1 (configuration not stated) | i | i | -4 | i | i | -2 | i | i | i | i | 9
31 | Cc1sc(N)nc1C12CC3CC(CC(C3)C1)C2 | i | i | x | i | i | -14 | i | i | i | i | -4
32 | CCOC(=O)C1=C(C)NC2=C(C(=O)c3ccccc32)C1c1ccc(O)cc1 (configuration not stated) | i | i | -2 | i | i | -2 | i | i | i | i | -1
33 | C#CCOCCOCCOCCNc1nc(N2CCN(C(=O)[C@H](CCCCN)n3cc(CCCC)nn3)CC2)nc(N2CCN(C(=O)[C@H](Cc3ccc(O)cc3)n3cc(CCO)nn3)CC2)n1 | i | i | 2 | i | i | -5 | i | i | i | i | 17
34 | Cc1ccc(C(=O)CN2C(=O)C(C)Oc3ccccc32)cc1 (configuration not stated) | i | i | 14 | i | i | -14 | i | i | i | i | 7
35 | COC(=O)C(Cc1c[nH]c2ccccc12)NC(=O)c1cc(-c2ccc(OC)c(OC)c2)oc1C (configuration not stated) | i | i | -4 | i | i | -6 | i | i | i | i | 8
36 | c1ccc(CSc2nnc3c(n2)OC(c2ccco2)Nc2ccccc2-3)cc1 (configuration not stated) | i | i | x | i | i | -6 | i | i | i | i | -2
37 | COc1ccc(NC(=O)COC(=O)Cc2ccc(Br)cc2)cc1 | i | i | 2 | i | i | -4 | i | i | i | i | 2
38 | C(=N\n1cnnc1)/c1cccnc1 | i | i | 1 | i | i | -6 | i | i | i | i | -9
39 | COc1ccc(CCN=c2c([N+](=O)[O-])nn(-c3cccc(C)c3)n2O)cc1OC | i | i | 3 | i | i | -9 | i | i | i | i | 0
40 | CCN(CC)C(=O)C(=O)c1cccn1-c1ccc(C#N)cc1 | i | i | 5 | i | i | -10 | i | i | i | i | 10
41 | C[N+](C)(C)C(Cc1c[nH]c2ccccc12)C(=O)[O-] (configuration not stated) | x | i | x | i | x | -1 | i | i | i | x | x
42 | COC(=O)c1cc(OC)c(OCc2cc(C(=O)OC)oc2C)c(OC)c1 | i | i | 1 | i | i | -3 | i | i | i | i | 1
43 | CCOc1cc(C2NC(=O)NC(C)=C2C(=O)NCc2ccccc2)c(Cl)cc1O (configuration not stated) | i | i | -7 | i | i | -8 | i | i | i | i | -6
44 | CCOC(=O)c1nn(-c2cccc(C)c2)c2nnc(Cc3ccc(C)cc3)c(=O)n12 | i | i | 7 | i | i | -13 | i | i | i | i | 4
45 | COC(=O)c1ccc(NC(=O)CSc2nc(N)c(NC(=O)c3ccc(Br)o3)c(=O)[nH]2)cc1 | i | i | x | i | i | -3 | i | i | i | i | -18
46 | O=C(Nc1cccc(OC(=O)c2ccc(Br)o2)c1)c1ccccc1 | i | i | -3 | i | i | -7 | i | i | i | i | -1
47 | COc1ccc(N(CC(=O)NCc2cccnc2)S(=O)(=O)c2ccccc2)c(OC)c1 | i | i | -6 | i | i | -15 | i | i | i | i | -1
48 | Cc1ccccc1Nc1ncc(C#N)c(N)n1 | i | i | x | i | i | -4 | i | i | i | i | -1
49 | S=c1[nH]nc(C2CCCCC2)n1/N=C/c1ccccc1Cl | i | i | 31 | i | i | 0 | i | i | i | i | -7
50 | Cc1ccc(Sc2nc3c(c(=O)[nH]c(=O)n3C)n2CCc2ccccc2)cc1 | i | x | -1 | x | i | x | x | x | x | i | -5
51 | Cc1ccccc1OC1=NS(=O)(=O)c2ccccc21 | i | i | -3 | i | i | -23 | i | i | i | i | 3
52 | CCC(C(=O)N1CCN(Cc2ccc3c(c2)OCO3)CC1)n1c(=O)[nH]c2ccccc2c1=O (configuration not stated) | i | i | 1 | i | i | -6 | i | i | i | i | -4
53 | CCOC(=O)c1c(C)c(C(=O)NCc2cccs2)c(C)n1CC | i | i | 0 | i | i | -7 | i | i | i | i | u
54 | CN(CC(=O)Nc1ccccc1N1CCOCC1)S(=O)(=O)c1ccc(Cl)cc1 | i | i | 0 | i | i | -7 | i | i | i | i | -4
55 | COC(=O)c1ccc(COC(=O)c2cccnc2Cl)cc1 | i | i | -5 | i | i | -3 | i | i | i | i | 11
56 | CCOc1ccccc1N1CCN(C(=O)c2cc(C)oc2C)CC1 | i | i | 1 | i | i | -19 | i | i | i | i | -5
57 | CCCCC(C)n1[nH]c(=O)cc1N (configuration not stated) | i | i | 9 | i | i | 1 | i | i | i | i | 5
58 | N=C1C(c2nc3ccccc3[nH]2)=C(O)CN1NC(=O)c1c[nH]c2ccccc12 | i | i | -12 | i | i | -15 | i | i | i | i | 3
59 | O=S(=O)(c1ccccc1)N1CCC2(CC1)OCCO2 | i | i | 4 | i | i | -2 | i | i | i | i | -2
60 | O=C(NCc1n[nH]c(=S)n1-c1ccc(Cl)c(Cl)c1)c1ccc(S(=O)(=O)N2CCOCC2)cc1 | i | i | 7 | i | i | -8 | i | i | i | i | 5

(next part)
nr | SMILES | KCNK3 block | TRPC4 act | DYRK1A inh | TRPC4 PAM | TMEM16A act | hERG rescue | KCNQ1 act | KCNQ1 inh | KCNK9 block | ANO1 block | HDAC3 inh
61 | Cc1nn(C)cc1CNC(=O)c1cccc(Cl)c1 | i | i | -3 | i | i | 0 | i | i | i | i | 2
62 | COc1ccc(NC(=S)N(CCCN2CCCC2)Cc2ccco2)cc1 | i | i | -5 | i | i | -1 | i | i | i | i | 5
63 | Cc1cc(NC(=O)c2cccc([N+](=O)[O-])c2)n(-c2ccccc2)n1 | i | i | -4 | i | i | -7 | i | i | i | i | 5
64 | COc1ccc(OC)c(NC(=O)CSc2nnc(CNC(=O)c3ccccc3F)o2)c1 | i | i | -1 | i | i | -11 | i | i | i | i | 2
65 | O=C(Cc1cccs1)NCc1ccc(Cl)cc1Cl | i | i | x | i | i | -3 | i | i | i | i | 2
66 | COc1cccc(-n2c(=O)c3c(C)c(C(=O)N(C)C)sc3n(CC(=O)NCCc3ccc(OC)c(OC)c3)c2=O)c1 | i | i | x | i | i | -12 | i | i | i | i | 6
67 | CC(Sc1nncs1)C(=O)NCc1ccc2c(c1)OCO2 (configuration not stated) | i | i | -2 | i | i | -2 | i | i | i | i | 0
